From PubChem
AmpC inh det – blocks E. coli AmpC beta-lactamase in presence of detergent. P00811. purified AmpC, nitrocefin hydrolysis with detergent. Potency, µM (series often up to 28.7 µM), without a hit: at the top dose activity change, negative = inhibition. actives 0.09% (n = 71,000). AID 584; active = well fitted curve in the direction sought with a large enough effect
Target sequence (P00811 whole entry, looked up): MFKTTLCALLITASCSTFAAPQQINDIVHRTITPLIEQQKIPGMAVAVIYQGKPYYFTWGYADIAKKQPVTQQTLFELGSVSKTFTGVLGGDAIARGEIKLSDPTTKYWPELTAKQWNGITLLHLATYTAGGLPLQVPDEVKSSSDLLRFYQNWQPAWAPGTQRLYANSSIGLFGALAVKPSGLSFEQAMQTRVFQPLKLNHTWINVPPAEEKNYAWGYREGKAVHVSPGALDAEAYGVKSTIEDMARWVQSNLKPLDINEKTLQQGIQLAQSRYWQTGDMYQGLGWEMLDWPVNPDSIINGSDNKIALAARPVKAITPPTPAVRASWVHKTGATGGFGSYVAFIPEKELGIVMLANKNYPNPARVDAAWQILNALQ
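E. coli AmpC (5.3 nM) in 20 mM phosphate pH 7.0 with 0.01% Triton X-100, preincubated 15 min RT with compound; nitrocefin (2 uL of 800 uM stock) hydrolysis followed by 480 nm absorbance every 20 s over 4 min.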
Active calls of the source: *; [ ] = dose if it differs, or a comment. % is set by controls: 0 for no effect and ±100 for the full control effect; potency is the fitted concentration of half-maximal effect. Not all compounds are listed. The share of hits here may be higher or lower than overall.

SMILES	AmpC inh det
CC(=O)Nc1nnc(SCc2cccc(F)c2)s1	12.4%
COc1ccc(NC(=O)Nc2ccc3c(c2)N(C)C(=O)CS3)cc1OC	11.5%
Cc1ccc(NC(=O)CSc2nnc(-c3ccccn3)n2C)cc1	0.2%
O=C(CCNS(=O)(=O)c1ccc(Cl)cc1)NCc1ccccn1	-1.0%
CCOc1ccc(-n2c(SCc3nc(-c4cccs4)no3)nnc2-c2ccncc2)cc1	-3.3%
O=C(NCC(c1cccnc1)N1CCN(c2ccc(F)cc2)CC1)c1ccccc1 (stereo not drawn)	-0.1%
COC(=O)c1cc(COC(=O)c2ccc3ccccc3n2)oc1C	0.5%
CN(C)Cc1ccccc1-c1ccc2ncnc(NCc3cccs3)c2c1	8.9%
CC(C)Sc1nc2c(c(=O)[nH]c(=O)n2C)n1Cc1ccc(Cl)cc1	-2.1%
COc1ccc(C(=O)CSc2nn3c(=O)c(C(C)(C)C)nnc3s2)cc1	14.6%
CC(=O)c1ccccc1OCCn1nnc(-c2ccc(C)cc2)n1	-3.1%
O=S(=O)(N1CCCCCC1)N1CCN(S(=O)(=O)N2CCOCC2)CC1	-0.7%
COc1ccc(C[C@@](C)(N)C(=O)O)cc1OC	-1.3%[12.8 µM]
Cc1csc2nc(CNS(=O)(=O)c3ccc4c(c3)OCCO4)cn12	12.5%
O=c1nc2s/c(=C\c3ccco3)c(=O)n2nc1Cc1ccc(F)cc1	-4.9%
O=C(CC1CCCCC1)NC1CCCC1	-0.3%
CCOc1ccc(/C(O)=C2\C(=O)C(=O)N(CCN(C)C)C2c2cc(OC)ccc2OC)cc1Cl (stereo not drawn)	-0.4%
CCOC(=O)c1c(C)c(C(=O)NCc2ccc3c(c2)OCO3)c(C)n1CC	-1.4%
Cc1csc2nc(CCNS(=O)(=O)c3cccs3)cn12	7.9%
COc1ccc(S(=O)(=O)N2CCC(C(=O)NC3CC3)CC2)cc1Cl	-0.3%
Cc1cc(NC(=O)c2ccccc2-c2ccccc2C(=O)O)no1	-4.3%
CC1=CCC2CC1C2(C)C (stereo not drawn)	11.5%
O=C(Nc1nccs1)C1(S(=O)(=O)c2ccc(Cl)cc2)CC1	-3.2%
Cc1cc(=O)[nH]c(SCC(=O)N2CCCCCC2)n1	-3.2%

Entries from the list above containing a thiophene ring, fused or not, in the order listed:
SMILES	AmpC inh det
CCOc1ccc(-n2c(SCc3nc(-c4cccs4)no3)nnc2-c2ccncc2)cc1	-3.3%
CN(C)Cc1ccccc1-c1ccc2ncnc(NCc3cccs3)c2c1	8.9%
Cc1csc2nc(CCNS(=O)(=O)c3cccs3)cn12	7.9%

(listing goes on)
SMILES	AmpC inh det
COc1ccccc1CNc1ccnc(-c2ccc3c(c2)OCO3)n1	11.5%
O=C(Cn1ccc(C(F)(F)F)n1)Nc1ccc(S(=O)(=O)NCc2ccco2)cc1	10.0%
O=C(NC1CCCCC1NC(=O)c1ccco1)c1ccco1 (stereo not drawn)	10.8%
CCc1nnc(NC(=O)CN2CCOCC2)s1	-3.1%
COc1cc2c(cc1OC)CN(c1ccc(-c3ccccc3OC)nn1)CC2	10.6%
COc1ccccc1CNC(=O)COc1ccccc1OC	-1.5%
Cc1oc2c(CN3CCCC3)c(O)ccc2c(=O)c1-c1ccccc1	-1.8%
CC12CCC(C(=O)N3CCN(c4ccccc4)CC3)(CC1=O)C2(C)C (stereo not drawn)	-2.4%
COc1ccc(C(=O)N2CCC[C@@]3(CCN(Cc4ccccc4OC)C3)C2)cc1	1.3%
CCOC(=O)N1CCN(C(=O)c2ccc3c(=O)n(CCOC)c(=O)[nH]c3c2)CC1	0.3%
COc1ccccc1-c1ccc2ncnc(NCCNC(C)=O)c2c1	8.6%
COc1nc2ccccc2cc1-c1noc(-c2cccnc2)n1	-3.6%
c1cnc2c(SCc3ccc(-c4nnco4)cc3)cccc2c1	10.9%
CC1Cc2ccccc2N1S(=O)(=O)c1cccc(C(=O)OCC(=O)NC2CCS(=O)(=O)C2)c1 (stereo not drawn)	-5.0%
COc1cc(NC(=O)CN(c2ccc(C)cc2)S(=O)(=O)c2c(C)n[nH]c2C)cc(OC)c1	-7.0%
O=C(c1scc2c1CCCC2)N1CCOCC1	-0.3%
CCOC(=O)Cn1nc(C)c(-c2ccccc2)c1N	8.3%
COc1cccc(-c2nccc(NCCc3c[nH]c4ccc(OC)cc34)n2)c1	1.8%
O=C(Cc1cccs1)Nc1ccc(N2CCOCC2)cc1	7.9%
O=C(OCC1OC2C(Oc3nc(=O)ccn32)C1O)c1ccccc1 (stereo not drawn)	-0.6%
COc1ccc(OC)c(S(=O)(=O)N2CCc3ccccc32)c1	-2.6%
c1ccc2[nH]c(CN3CCN(c4ncnc5c4oc4ccccc45)CC3)nc2c1	-7.2%
C[C@@H](CS(=O)(=O)Cc1ccccc1)C(N)=O	-6.2%[5.75 µM]
N#CC(C#N)=NNc1ccc2cn[nH]c2c1	-4.1%[5.75 µM]
CCOC(=O)c1c2n(c3ccc(O)cc13)CCC2	-1.6%
COC(=O)CNC(=O)c1ccc2c(c1)S(=O)(=O)c1ccccc1C2=O	10.7%
Cc1cccc(NC(=O)CSc2nnc(-c3cc(C)n(-c4ccccc4)c3C)o2)c1C	-3.4%
CC1=C(C(=O)O)N2C(=O)[C@@H](NC(=O)[C@@H](N)C3=CCC=CC3)[C@@H]2SC1	-15.0%
C=CCNC(=O)c1c(Cl)cccc1Cl	5.7%
CCOC(=O)CC(Nc1nc(N2CCOCC2)nc(N2CCOCC2)n1)c1ccccc1Cl (stereo not drawn)	-2.3%
N#CCCn1c(=O)c(-c2ccc(Cl)cc2)nc2cnc(N3CCNCC3)nc21	-0.5%
CC(CCc1ccco1)NC(=O)Nc1cccc(F)c1 (stereo not drawn)	-3.4%
C#C[C@]1(O)CC[C@H]2[C@@H]3CCc4cc(O)ccc4[C@H]3CC[C@@]21C	5.7%
CCOC(=O)c1c(N)sc2c1CCCC2	-5.6%
CCCC(=Nc1ccccc1)C1=C(O)C(C(=O)OC)C(C)(C)CC1=O (stereo not drawn)	0.5%
CN1CCN(CC#CCn2c3ccccc3c3ccccc32)CC1	0.4%
COc1ccc(C(NC(=O)c2ccco2)c2ccc(OC)c(OC)c2)cc1 (stereo not drawn)	-2.6%
O=C(O)c1cc(S(=O)(=O)N2CCCCCC2)c(Cl)cc1Cl	-0.2%
COc1cccc(C(=O)CN2C3=NCCCN3c3ccccc32)c1	-4.3%
COc1ccc(CC(=O)OCn2nnc3ccccc3c2=O)cc1	-4.5%
CC(=O)N1CCC2(CCN(Cc3ccncc3)CC2)CC1	-4.6%
Cc1cc(Oc2ccc(=O)n(C)n2)nc(Oc2ccc(=O)[nH]n2)n1	-3.4%
CCOC(=O)c1[nH]c(C)c(C(=O)NCc2cccnc2)c1C	10.8%
Cc1ccccc1-c1nc(NCc2cccs2)c2ccccc2n1	8.4%
CN(C)S(=O)(=O)N(Cc1ccc(Br)cc1)c1ccccc1	3.1%
C[N+](C)([O-])CCC=C1c2ccccc2CCc2ccccc21	-0.9%[5.75 µM]
CC(C)(C)c1ccccc1OCC(=O)NCCC(=O)O	0.8%
Cc1noc(C)c1S(=O)(=O)NCCN1CCN(c2ccccc2)CC1	-4.3%
CN(C)CC(=O)Nc1ccc(S(N)(=O)=O)cc1	-0.8%
N#CCCN(CCC#N)C(=O)COc1ccc(Cl)cc1Cl	-1.8%
CC1CCCCC1NS(=O)(=O)c1ccc(S(=O)(=O)N2CCN(CCC#N)CC2)cc1 (stereo not drawn)	11.5%
COc1ccc(C(=O)CSc2nnc(CNC(=O)c3ccc(OC)c(OC)c3)n2C)cc1	-1.8%
Cc1cccc(-n2nnc(C(=O)Nc3ccc(F)cc3)c2N)c1	0.5%
O=C(NCCCN1CCCC1=O)NC12CC3CC(CC(C3)C1)C2	-3.2%
C[C@H]1[C@@H](O)[C@@H](C)\C=C/C=C\C=C/C=C\C=C/C=C\C=C/[C@@H](O[C@H]2O[C@@H](C)[C@@H](O)[C@@H](N)[C@@H]2O)C[C@@H]2O[C@](O)(C[C@@H](O)C[C@@H](O)[C@@H](O)CC[C@@H](O)C[C@@H](O)CC(=O)O[C@H]1C)C[C@@H](O)[C@H]2C(=O)O (stereo in doubt)	0.7%[12.8 µM]
C/C(N)=C(\C#N)C(=O)NCCc1ccccn1	20.2%
CC(=O)Nc1cc(NC(C)=O)cc(C(=O)OCC(=O)N2CC(C)OC(C)C2)c1 (stereo not drawn)	1.4%
CCOC(=O)CNC(=O)CSc1ncnc2c1cnn2-c1ccccc1	9.6%
COc1ccccc1N1CCN(C(=O)c2cc(-c3ccc(Cl)c(Cl)c3)on2)CC1	-3.8%
Oc1[nH]c2ccccc2c1C=Nc1ccc2c(c1)OCCO2	9.4%
Later entries
SMILES	AmpC inh det
O=C1C=C(NCC2CCCO2)CC(c2ccccc2)C1 (stereo not drawn)	0.6%
CC(C)COP(=O)(c1ccc(N(C)C)cc1)C(O)c1ccncc1 (stereo not drawn)	-2.5%
C=CCn1c(SCC(=O)Nc2cc(C)c(Cl)cc2OC)nnc1-c1ccco1	-4.1%
CCN(CC)S(=O)(=O)c1ccc2nc(NC(=O)c3cccs3)sc2c1	-1.0%
O=C(NCc1cccs1)C1CCCN(c2ncccn2)C1 (stereo not drawn)	2.7%
CCCCCc1nc2c(=O)[nH]c3ccccc3c2o1	-1.9%
COc1ccc(N2CCCn3c2nc2c3c(=O)n(CCCc3ccccc3)c(=O)n2C)cc1	-6.8%
C#CCN1C(=O)C2C(C(=O)NC)C3C=CC2(O3)C1C(=O)NCc1ccc(OC)cc1 (stereo not drawn)	7.3%
COc1cccc(C(=O)Nc2c3c(nn2-c2cccc(C)c2C)CS(=O)(=O)C3)c1OC	0.3%
CCCn1c(-c2ccc(F)cc2)nc2c(N3CCC(N(C)C)C3)nc(C)nc21 (stereo not drawn)	11.0%
CC(C(=O)Nc1ccc(C(=O)O)cc1)N1C(=O)c2ccccc2C1=O (stereo not drawn)	6.4%
COC(=O)CN1C(=O)C(O)(CC(=O)c2ccc(C)o2)c2ccccc21 (stereo not drawn)	-4.7%
COc1ccc(OC)c(CN2CCCC(C(=O)N3CCCCC3)C2)c1 (stereo not drawn)	16.9%
CCCS(=O)(=O)N1CCC(C(=O)NCCN2CCCC2)CC1	-5.1%
COc1ccc(-n2c(=O)c(CCc3ccccc3)nc3cnc(N4CCNCC4)nc32)cc1	0.6%
Cc1cc(C(=O)CSc2nnc(-c3cccnc3)n2-c2ccccc2F)c(C)n1C	7.0%
COC(=O)[C@H]1C[C@@H]1[C@H](NS(=O)(=O)c1ccc(-c2ccccc2)cc1)c1ccccc1	-2.5%
Clc1cc(I)cc(Cl)c1NC1=NCCN1	-3.0%
O=C(CCC(=O)c1cccs1)OCc1nnc(-c2ccccc2)o1	-1.6%
Cc1ccc2c(c1)CC1(CN2C)C(=O)NC(=O)N(c2cccc(C)c2C)C1=O (stereo not drawn)	-2.1%
COc1cc(-c2nnn(CC#N)n2)ccc1OCc1ccccc1	13.6%
CCn1c(CSc2nnc(C)n2-c2ccccc2)nc2cc(S(=O)(=O)N(C)C)ccc21	-5.1%
Cc1ccc(N(C(C)C(=O)Nc2ccc(S(=O)(=O)N3CCOCC3)cc2)S(C)(=O)=O)cc1C (stereo not drawn)	-3.4%
COCc1cc(=O)[nH]c(/N=C(\N)Nc2ccc(C)cc2)n1	-5.2%
CCn1c(COc2cccc(C)c2)nnc1SCC(=O)Nc1cccc(C(=O)O)c1	-0.6%
O=C(Oc1ccccc1)c1ccc2nccnc2c1	-7.7%
COc1ccc(NC(=O)c2oc3ccccc3c2NC(=O)C(C)(C)C)cc1	-4.2%
COC(=O)CSC1=NS(=O)(=O)c2ccccc21	-5.6%
Cc1ccc2c(c1)N(CCCC(=O)NCCC1=CCCCC1)C(=O)CO2	-3.9%
Cc1nnc2sc(-c3ccncc3)nn12	10.6%
CCCn1c(SCC(=O)NCc2cccs2)nc2c1c(=O)n(C)c(=O)n2C	-2.5%
CCC(=O)N1CCc2cc(S(=O)(=O)NCCN3CCC(C)CC3)ccc21	20.5%
COCC(=O)Nc1ccc(-c2cn3cccnc3n2)cc1	-1.6%
Cc1sc2nc(C3CC3)nc(SCC(=O)NCc3ccco3)c2c1C	-2.4%
Cc1[nH]n(C(N)=S)c(=O)c1C(c1ccccc1)C(C#N)C#N (stereo not drawn)	6.8%
CCS(=O)(=O)NC(C)C(c1cccs1)N1CCN(C)CC1 (stereo not drawn)	0.7%

Ordered by count of non-hydrogen atoms (ascending): some entries from above
SMILES	AmpC inh det
Cc1nnc2sc(-c3ccncc3)nn12	10.6%
COC(=O)CSC1=NS(=O)(=O)c2ccccc21	-5.6%
Cc1sc2nc(C3CC3)nc(SCC(=O)NCc3ccco3)c2c1C	-2.4%

Additional records follow.
SMILES	AmpC inh det
CCOC(=O)C1CCCN(C(=O)c2cnn3c(C(F)(F)F)cc(-c4ccccc4)nc23)C1 (stereo not drawn)	15.0%
O=S(=O)(c1cnc[nH]1)N1CCCCCC1	-2.0%
COC(=O)c1ccc(-c2nc3ccc(C)cc3o2)cc1	26.9%
O=C(NCC1CCCCC1)c1ccco1	-5.2%
O=S(=O)(NCC1CCCO1)c1ccc(Cl)c(C(F)(F)F)c1 (stereo not drawn)	0.1%
C=CCn1c(N)c(C(=O)NC2CCCCC2)sc1=S	-2.7%
Cc1ccc(Nc2nc(N)nc(CSc3nnc(-c4ccncc4)o3)n2)cc1	-4.6%

Quoted at random: 6 entries already listed.
SMILES	AmpC inh det
COC(=O)c1ccc(-c2nc3ccc(C)cc3o2)cc1	26.9%
CC(C)(C)c1ccccc1OCC(=O)NCCC(=O)O	0.8%
C=CCn1c(N)c(C(=O)NC2CCCCC2)sc1=S	-2.7%
CCCn1c(SCC(=O)NCc2cccs2)nc2c1c(=O)n(C)c(=O)n2C	-2.5%
Cc1oc2c(CN3CCCC3)c(O)ccc2c(=O)c1-c1ccccc1	-1.8%
COc1ccc(C(=O)CSc2nn3c(=O)c(C(C)(C)C)nnc3s2)cc1	14.6%
